High-throughput results (PubChem)
ASM inhibitor – Inhibitors of Secretory Acid Sphingomyelinase (S-ASM): qHTS; AID 504937, 2011; 0.006% of 340,000 active; Potency, µM (highest dose often 57.5 µM), for inactives: at the highest dose activity change, negative = inhibition, usual class: inhibitors; placental ASM, HMU-PC fluorogenic substrate, 60 min; Sphingomyelin phosphodiesterase (Homo sapiens), P17405; further: potency means the concentration at half of the fitted maximal effect
Target sequence (P17405 47-631 limits assumed): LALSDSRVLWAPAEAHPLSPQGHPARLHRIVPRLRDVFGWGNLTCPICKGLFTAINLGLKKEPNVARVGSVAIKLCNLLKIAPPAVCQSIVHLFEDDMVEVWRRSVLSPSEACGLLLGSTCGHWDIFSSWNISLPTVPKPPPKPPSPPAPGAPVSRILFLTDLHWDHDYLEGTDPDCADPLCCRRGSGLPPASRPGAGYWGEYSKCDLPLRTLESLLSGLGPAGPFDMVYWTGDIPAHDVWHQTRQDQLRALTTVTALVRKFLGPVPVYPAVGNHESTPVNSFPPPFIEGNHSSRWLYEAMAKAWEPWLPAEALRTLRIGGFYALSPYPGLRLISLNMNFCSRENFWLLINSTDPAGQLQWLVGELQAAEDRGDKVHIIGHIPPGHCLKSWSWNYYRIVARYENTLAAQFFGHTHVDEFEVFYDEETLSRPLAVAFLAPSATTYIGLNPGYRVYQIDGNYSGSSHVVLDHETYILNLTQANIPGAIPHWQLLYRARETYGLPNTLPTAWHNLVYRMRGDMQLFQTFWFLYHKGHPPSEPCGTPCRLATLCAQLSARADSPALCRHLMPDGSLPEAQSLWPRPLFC
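Fluorogenic HMU-PC substrate (9 uM final) is turned over by placental ASM in 60 min at 37 C after a 10 min compound preincubation. Reaction ended by alkaline stop (pH 10), with fluorescence read at 386/447 nm.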
hERG WT inh – qHTS for Inhibitors of KCHN2 3.1: Wildtype qHTS; U2OS, BacMam KCNH2, thallium flux FluxOr; active compounds read low; Voltage-gated inwardly rectifying potassium channel KCNH2 (Homo sapiens), Q12809; 0.37% of 340,000 active; activity change, % at 1.84 µM;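 active means maximum activity change below -70%; inconclusive means maximum activity change between -70% and -50%; inactive means maximum activity change above -50%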; further: on the % scale 0 is the no-effect control and ±100 the full control effect
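U2OS cells were transduced with wild-type KCNH2 virus (2.03 x 10^8 / mL) for 4 h at room temperature, then cultured overnight at 37 C. Thallium flux was read with FluxOr dye. Rate constants were normalized to DMSO controls.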
Chronic BCR inh – qHTS Assay to Find Inhibitors of Chronic Active B-Cell Receptor Signaling | ABC-DLBCL IkBa-CBG/CBR reporter, luminescence ratio, 4 h | Potency, µM (series often up to 46.1 µM), for inactives: at the top dose ratio change, negative = lower green/red ratio, most hits filed as inhibitors | 0.05% of 340,000 active | AID 493014, 2011; active means well fitted inhibition curve with a large enough effect in the signal ratio, with a control signal flat, not every such curve was filed as active; inconclusive means small, poorly fitted or top-dose-only effect, or effect the other way, or a change in a side signal; the % refers to the signal ratio;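 further: potency means the concentration at half of the fitted maximal effect; plate controls were basal doxycycline-induced cells for no effect and cells given 10 µM MG132 for full effect; MG132 reads +100%, hits lower the ratio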
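Compounds up to 46 uM were incubated four hours with TMD8 cells whose green CBG68 luciferase is fused to IkappaBalpha; red CBR luminescence normalised the signal, and concentration-effect curves were fitted to fusion, red and ratio data.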
Mito fusion act – qHTS Assay for Small Molecule Inhibitors of Mitochondrial Division or Activators of Mitochondrial Fusion. S. cerevisiae fusion-defective mutant growth rescue, CellTiterGlo 48 h. Potency, µM (highest dose often 46.1 µM), for the others: at the highest dose growth rescue (activation), actives largely listed as activators. 0.23% of 320,000 active. AID 485298, 2010;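 further: potency means the concentration at half of the fitted maximal effect; % of control where 0% means no effect; nearly all actives have a fitted effect of over 45% in size; temperature-sensitive fusion mutants such as fzo1-1 at 37 °C on non-fermentable ethanol glycerol medium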
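Temperature-sensitive fusion-defective S. cerevisiae (e.g. fzo1-1, mgm1-5) were grown with compound in YPEG medium (3% ethanol, 3% glycerol) for 48 hours at 37C. Growth rescue was measured as viability by CellTiterGlo luminescence after 10 minutes at ambient.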
MBNL1 CUG block – qHTS Assay for Inhibitors of MBNL1-poly(CUG) RNA binding | Potency, µM (series often up to 57.5 µM), for inactives: at the highest dose activity change, negative = inhibition, hits mostly inhibitors | 0.036% of 280,000 active | TR-FRET MBNL1-His/biotin-(CUG)12 binding, 665/545 ratio; active means well fitted inhibition curve with a large enough effect in the signal ratio, with a control signal flat, not every such curve was filed as active; inconclusive means small, poorly fitted or top-dose-only effect, or effect the other way, or a change in a side signal; inactive means no such curve, though single readings can be large or run the other way; the % refers to the signal ratio; further: potency means the concentration at half of the fitted maximal effect; on the % scale 0 is the no-effect control and ±100 the full control effect
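Compound titration spanned 92 nM–58 uM against the MBNL1-His/biotin-(CUG)12 complex. After 60 min at room temperature with 5 nM streptavidin-XL665 and 0.055 ng/ul terbium anti-His, ratiometric 665/545 nm emission (Ex 340 nm) normalized to controls.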
Menin-MLL TR inh – qHTS Assay for Inhibitors Targeting the Menin-MLL Interaction in MLL Related Leukemias: Competition With Texas Red Labeled MLL-derived Mutant Peptide. Potency, µM (doses to about 61.6 µM), for inactives: at the highest dose FP activity change, negative = inhibition, usual class: inhibitors. AID 1768, 2009. Menin + Texas Red MLL mutant peptide, fluorescence polarization. O00255. 0.23% of 270,000 active; active means well fitted inhibition curve with a large enough effect in the polarisation, with a control signal flat, not every such curve was filed as active; inconclusive means small, poorly fitted or top-dose-only effect, or effect the other way, or a change in a side signal; inactive means no such curve, though single readings can be large or run the other way; the % refers to the polarisation; further: potency means the concentration at half of the fitted maximal effect; % of control where 0% means no effect; many of its hits are not listed in these tables
USP2a inh – qHTS Assay for Inhibitors of Ubiquitin-specific Protease USP2a Using CHOP2 as the Reporter. USP2 core, Ub-CHOP2 coupled fluorogenic reporter, 485/531. Ubiquitin carboxyl-terminal hydrolase 2 (Homo sapiens), O75604. 0.01% of 330,000 active. AID 463254, 2010. Potency, µM (top dose mostly 38.3 µM), inactives show top-dose activity change, negative = inhibition, hits mostly inhibitors;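 further: potency means the concentration at half of the fitted maximal effect; plate controls were DMSO wells for no effect and full inhibition by NEM control for full effect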
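Deubiquitinase activity read as fluorescence (485/531 nm) after Ub-CHOP2 cleavage activates the enterokinase reporter on its substrate; USP2 core 10nM, Ub-CHOP2 and substrate 25nM each, 30min compound preincubation then 60min RT; data normalized to NEM, curves fitted.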
PKM2 activator – qHTS Assay for Activators of Human Muscle isoform 2 Pyruvate Kinase; purified PKM2, Kinase-Glo ATP luminescence, activation; response scale: 0% is enzyme alone, no compound; Potency, µM (series often up to 57.5 µM), inactives show top-dose activation, most hits filed as activators; 0.34% of 260,000 active; AID 1631, 2009; further: potency means the concentration at half of the fitted maximal effect; on the % scale 0 is the no-effect control and ±100 the full control effect; nearly all actives have a fitted effect of over 55% in size
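hPK-M2, >95% pure; 0.1 mM ADP / 0.5 mM PEP final; imidazole pH7.2 buffer w/ 7 mM MgCl2, 50 mM KCl; 1 h RT; Kinase-Glo lum. Intermediate enzyme activity for dual inhibitor/activator qHTS.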
Eya2 phos inh – qHTS Assay for Inhibitors of the Phosphatase Activity of Eya2; Protein phosphatase EYA2 (Homo sapiens), O00167; recombinant Eya2, OMFP fluorescence dephosphorylation (OMFP is methylfluorescein phosphate); Potency, µM (titrated, usually from 76.9 µM), for inactives: top-dose activity, negative = inhibition, actives largely listed as inhibitors; 0.006% of 330,000 active; further: potency means the concentration at half of the fitted maximal effect; on the % scale 0 is the no-effect control and ±100 the full control effect
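Eya2 (0.2 uM) preincubated 10 min at ambient with compound, then OMFP substrate added at 50 uM; 10 min reaction in 50 mM HEPES pH 7.5, 50 mM NaCl, 5 uM MgCl2, 0.05% BSA, 1 mM DTT. Fluorescence read at Ex 485/Em 525 nm.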
TSHR antag – Antagonists of the Thyroid Stimulating Hormone Receptor: HTS campaign. 0.2% of 330,000 active. AID 504810, 2011. TSHR-expressing cells, TSH-stimulated cAMP HTRF, 2 h; active compounds read low. Thyrotropin receptor (Homo sapiens), P16473. activity change, negative = inhibition, % at 11.5 µM;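 active means activity change below a set negative limit, meaning inhibition stronger than a set level, cut at about -70% in these data; inconclusive means activity change between two set negative limits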; further: on the % scale 0 is the no-effect control and ±100 the full control effect
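TSHR-expressing cells, 200/well, pre-treated with compound, then stimulated with EC80 TSH (4nM final) for 2 hours at 37 deg C. cAMP measured by competitive HTRF: anti-cAMP cryptate antibody in lysis buffer plus cAMP-d2, read after 30 minutes at room temperature.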
GALK inh – qHTS Assay for Inhibitors of Human Galactokinase (GALK) | Potency, µM (top dose mostly 57.5 µM), without a hit: at the top dose activity change, negative = inhibition, actives largely listed as inhibitors | 0.007% of 270,000 active | P51570 | Purified GALK, Kinase-Glo residual ATP luminescence | AID 1868, 2009; further: potency means the concentration at half of the fitted maximal effect; on the % scale 0 is the no-effect control and ±100 the full control effect
Target sequence (P51570 whole entry, looked up): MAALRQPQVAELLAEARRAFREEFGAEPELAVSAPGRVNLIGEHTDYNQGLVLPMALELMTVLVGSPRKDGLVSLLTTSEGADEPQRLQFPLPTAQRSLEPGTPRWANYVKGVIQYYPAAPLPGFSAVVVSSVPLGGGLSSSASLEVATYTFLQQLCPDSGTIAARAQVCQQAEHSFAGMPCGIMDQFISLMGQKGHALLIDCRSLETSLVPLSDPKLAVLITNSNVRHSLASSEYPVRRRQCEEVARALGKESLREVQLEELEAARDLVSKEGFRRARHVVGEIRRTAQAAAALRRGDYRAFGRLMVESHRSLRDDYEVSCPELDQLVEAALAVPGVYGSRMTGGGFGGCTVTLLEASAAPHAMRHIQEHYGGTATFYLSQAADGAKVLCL
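GALK at 5 nM final was combined with compound, 35 uM ATP and 100 uM galactose in HEPES pH8.0 with MgCl2 and DTT. The reaction ran one hour at room temperature before luminescent ATP detection.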
* = called active by the depositor; ? = inconclusive; / = no result given; [ ] = another dose, or the depositor's remark. Unless noted, the call rests on the fitted dose curve; in most records, active means well fitted curve in the direction sought with a large enough effect; inconclusive means small, poorly fitted or top-dose-only effect, or another doubt; inactive means no such curve, though single readings can be large; an effect the other way counts as inactive or inconclusive. The list is partial (hit frequency here may not be typical).

SMILES	ASM inhibitor	hERG WT inh	Chronic BCR inh	Mito fusion act	MBNL1 CUG block	Menin-MLL TR inh	USP2a inh	PKM2 activator	Eya2 phos inh	TSHR antag	GALK inh
CCN(C[C@H]1N[C@@](Cc2ccccc2)(C(=O)OC)[C@H]2C(=O)N(Cc3ccccc3)C(=O)[C@@H]12)C(=O)Nc1ccc(C)cc1	-7.2%	-20.6	?	/	/	/	-11.8%	/	2.4%	-7.0	/
CCOc1ccc(CNS(=O)(=O)c2cc(CN3C(=O)c4cccnc4C3=O)ccc2OC)cc1	6.5%	-12.9	-16.2%	-0.3%	?	/	4.1%	/	-1.6%	10.6	-7.5%
COc1cc(/C=C(/C(=O)c2cccs2)c2nc3ccccc3[nH]2)ccc1O	-7.7%	-9.0	?	-10.2%	-9.1%	-20.8%	?	7.2%	21.0%	-26.0	-1.8%
COC(=O)c1ccccc1NC(=O)Nc1cccnc1	3.3%	2.5	?	6.2%	-1.6%	-2.1%	1.2%	-2.6%	-2.1%	18.1	0.9%
CC(C)(C)CC(C)(C)c1ccc(O)c(CN2CCN(CCC#N)CC2)c1	-2.2%	9.8	?	-7.3%	2.0%	/	-2.3%	2.3%	-15.0%	-9.6	-2.3%
CN(C)CCCN(Cc1cc2cc3c(cc2[nH]c1=O)OCO3)C(=S)NCc1ccco1	30.3%[activator]	42.2	?	-5.2%	15.7%	-2.4%	5.9%	-1.6%	-1.4%	-2.9	12.1%
O=[N+]([O-])c1nn(-c2ccc3c(c2)OCCO3)n(O)c1=Nc1ccc(Cl)cc1	-8.5%	-2.3	-19.4%	10.8%	?	?	-0.7%	1.2%	-2.4%	-11.7	-2.0%
Cc1cccc(NC(=O)CCS(=O)(=O)c2ccc(Br)cc2)c1	4.1%	-1.9	-3.0%	1.7%	-2.1%	24.4%	-6.8%	/	2.1%	5.0	0.7%
Cc1ccc(C)c(NC(=O)C(Sc2ncnc3ccccc23)c2ccccc2)c1 (configuration not stated)	1.9%	5.2	0.9%	-0.7%	-14.8%	3.4%	2.0%	-6.7%	6.9%	-0.1	0.3%
O=C(OCC(=O)c1ccc[nH]1)c1ccc(F)c(S(=O)(=O)N2CCOCC2)c1	-0.2%	-4.8	?	/	/	/	-0.3%	/	7.6%	/	/
CC(C)C(OC(=O)c1ccc(Cl)nc1)C(=O)NC1CCCCC1 (configuration not stated)	-0.9%	-2.3	5.3%	-7.8%	-4.7%	23.9%	0.3%	-10.7%	7.1%	1.1	-3.5%
Cc1ccc(CCNC(=O)C2CCN(c3nn4c(=O)cc(C)nc4s3)CC2)cc1	-1.7%	4.4	1.3%	4.7%	0.5%	-8.0%	2.8%	0.3%	2.4%	-0.8	6.0%
Cn1c(N)c(C(=O)COC(=O)C2=COCCO2)c(=O)n(C)c1=O	1.7%	-13.2	-1.3%	1.4%	5.4%	-3.7%	-4.1%	8.4%	19.0%	6.9	-0.4%
COC(=O)c1nnn(-c2nonc2N)c1-c1cccs1	5.7%	-2.5	-1.3%	-2.5%	-5.3%	14.4%	-0.6%	-1.7%	0.4%	4.8	0.3%
Cn1cc(CNCCCn2ncc3ccccc32)c(-c2ccccc2F)n1	3.5%	14.2	2.2%	-1.9%	5.9%	-18.1%	-0.4%	0.0%	-4.1%	11.8	-0.3%
CC(C)(C)NC(=O)CC1C(=O)NCCN1Cc1c(F)cccc1Cl (configuration not stated)	-0.9%	2.4	0.4%	5.6%	-16.9%	2.1%	-0.3%	-1.3%	-20.4%	-3.6	5.7%
COc1ccc(NC2CCCCC2NS(=O)(=O)c2ccc(C)cc2)cc1 (configuration not stated)	-3.0%	1.7	4.0%	8.2%	3.9%	/	-1.8%	/	-5.6%	-6.4	-1.8%
CCOC(=O)c1ccc(NC(=O)CNC(=O)C2CCCCC2)cc1	2.3%	-8.2	?	-2.2%	2.2%	2.6%	2.6%	-1.4%	-10.8%	6.1	5.7%
CCOC(=O)C(Cc1ccc(OC)c([N+](=O)[O-])c1)NC(=O)CCC(=O)Nc1ccc(C)cc1 (configuration not stated)	1.8%	10.6	-4.3%	3.3%	9.5%	6.2%	-1.2%	2.1%	1.3%	-1.8	6.3%
CC(Oc1cccc(Cl)c1)C(=O)Nc1ccccc1C(=O)N1CCCCC1 (configuration not stated)	5.5%	-14.7	10.6%	8.3%	/	/	1.8%	/	19.8%	-14.5	/
c1ccc(-c2ccc(-c3cnc4n3CCCCC4)cc2)cc1	-2.0%	9.2	?	24.9%	0.4%	?	0.3%	-3.2%	13.5%	-8.8	0.3%
Cc1c(CCC(=O)N[C@@H](C)C(=O)O)c(=O)oc2cc3occ(-c4ccccc4)c3cc12	44.3%[activator]	-3.5	0.0%	1.1%	7.7%	-16.1%	-5.1%	/	-6.5%	-12.8	0.4%
CCn1c(=O)c2cc(S(=O)(=O)NCCOc3ccccc3)ccc2n(CC)c1=O	-1.6%	-13.5	-0.5%	-0.1%	?	-24.0%	0.3%	1.0%	9.4%	-1.5	-1.5%
Nn1cc(-c2ccccc2)nc1SCC(=O)Nc1ccc(S(N)(=O)=O)cc1	-2.9%	2.8	-7.1%	-0.3%	-10.0%	/	-0.3%	-16.4%	5.7%	-8.2	/
Cn1c(=O)c2ccccc2n(Cc2ccccc2Cl)c1=O	16.2%	-17.8	-0.5%	2.4%	-1.7%	-4.6%	1.0%	0.1%	-18.0%	12.8	0.7%
Cc1cc(NC(=O)c2sc(Nc3cccc(C(F)(F)F)c3)nc2N)no1	-1.6%	-1.4	13.1%	13.2%	-1.6%	?	-0.4%	-0.4%	-19.3%	-1.9	0.7%
CCn1cc(C(=O)NCC(=O)NC(C)(C)CO)c(=O)c2cc3c(cc21)OCO3	2.4%	1.6	-1.8%	5.3%	-10.8%	-10.3%	-3.7%	/	-16.6%	3.1	-3.8%
CCN(CC)C(=O)C12C(=O)Oc3ccccc3C1C2(C)C(=O)c1ccc(F)cc1 (configuration not stated)	-1.1%	4.9	?	1.7%	-3.5%	/	-0.3%	-2.2%	6.7%	1.6	-1.5%
O=S(=O)(c1ccc(=S)[nH]c1)N1CCN(Cc2ccccc2)CC1	0.4%	-5.8	0.1%	/	/	/	1.8%	/	-11.0%	1.2	/
COCCOC(=O)C1=C(C)NC2=C(C(=O)CC(c3cccs3)C2)C1c1ccsc1 (configuration not stated)	/	-19.1	?	-0.5%	2.9%	-1.4%	0.8%	-1.0%	-17.9%	-10.8	-3.4%
CC(NC(=O)C12CC3CC(CC(C3)C1)C2)C(=O)N/N=C/C1=C(N2CCOCC2)C(=C\c2ccccc2)/CC1 (configuration not stated)	-1.9%	-5.4	?	15.5%	?	7.3%	1.1%	-1.8%	2.9%	-2.1	-3.1%
COc1ccc(C(=O)C23CC4CC(C2)CC(C(=O)c2ccc(OC)cc2)(C4)C3)cc1	-3.1%	2.6	1.2%	-0.3%	-1.3%	17.3%	-0.3%	0.7%	2.8%	0.4	1.3%
